# Myeloid diff MLP: compounds promoting myeloid differentiation | ER-HoxA9 myeloid progenitors, lysozyme-GFP differentiation, flow cytometry | calls only at 10 µM | 360,000 compounds, 1% hits | AID 624256;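 active = normalized GFP-positive differentiation at or above the plate's own cutoff, the solvent-only control mean plus 3 SD; inconclusive = no clear call, values can overlap the other calls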;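 note: cells exposed to compound for four days before flow analysis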
# WT yeast gro inh: growth inhibition of WT yeast, mitochondrial fusion screen; AID 1362; mitochondrial fusion phenotypic screen, WT strain; 190,000 compounds, 2.1% hits; inhibition, % at 10 µM; in the data active = inhibition above about 58%; tested in S. cerevisiae
# Siah-1 displacement: Siah-1 peptide-binding antagonists, primary screen, biochemical, fluorescence polarization, rhodamine-plectin, uHTS (AID 1817); Siah-1 / rhodamine-plectin peptide fluorescence polarization; higher % means a stronger effect; displacement, % at 20 µM; hits with a dose series show IC50 in µM; 290,000 compounds, 0.02% hits;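 active = displacement of at least 50% at 20 µM, with a fluorescence ratio check between 0.3 and a set limit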;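 note: plate controls were Siah plus tracer with DMSO for no effect and tracer alone without Siah for full effect; strong numbers were not always called active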
# human PMI inhibitors: MPI inhibition at elevated mannose 6-phosphate – biochemical, fluorescence intensity, high mannose 6-phosphate, primary screen (AID 1220) | 190,000 compounds, 0.66% hits | recombinant PMI enzyme, coupled fluorescence intensity; higher % means a stronger effect | inhibition, % at 20 µM, or IC50 in µM where a hit was titrated
# PMI inhibitors: inhibitors of human PMI, primary screen, biochemical, fluorescence intensity, coupled assay (AID 1209); inhibition, % at 20 µM; hits with a dose series show IC50 in µM; 190,000 compounds, 0.42% hits; purified PMI enzyme, coupled fluorescence intensity; higher % means a stronger effect;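 note: plate controls were DMSO vehicle for no effect and wells lacking substrate for full effect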
# TNAP activators: stimulation of alkaline phosphatase TNAP activity – biochemical, luminescent, no phosphate acceptor, uHTS, primary screen (AID 1001); one-dose activation fold at 20 µM; EC50 in µM for titrated hits; purified TNAP, luminescent activation assay, no phosphate acceptor; higher activation fold means a stronger effect; 200,000 compounds, 0.03% hits; in the data active = activation fold from about 3, or a potency from the dose series; inactive = the rest, 99 in 100 with activation fold below about 1.6; note: many of its hits are not listed in these tables
# XIAP antagonists: small molecules displacing peptide from XIAP – biochemical, IAP family, fluorescence polarization (AID 1018); XIAP BIR domain, fluorescence polarization peptide displacement; higher % means a stronger effect; displacement, % at 20 µM, or IC50 in µM where a hit was titrated; 200,000 compounds, 0.007% hits; in the data active = displacement above about 50%; note: a part of the inactive calls stands beside numbers as strong as those of hits
# Salmonella PhoP GFP: PhoP-dependent GFP reporter repression – Salmonella Typhimurium, primary screen (AID 1863). S. Typhimurium PhoP-regulated promoter GFP reporter, 4 h; higher % means a stronger effect. inhibition, % at 50 µM; hits with a dose series show IC50 in µM. 300,000 compounds, 0.16% hits;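 active = inhibition over 29.93%, a cutoff 3 SD above the screen mean, later confirmed by dose response; inconclusive = inhibition over 29.93% but no dose response follow-up; inactive = inhibition at most 29.93% or unconfirmed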;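 note: 0% = low Mg2+ inducing control and 100% = high Mg2+ repressing control; strong numbers were not always called active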
# RSV CPE inhibition: inhibition of RSV-induced cytopathic effect – HEp-2 cells, primary 10 µM value included (AID 2391). one-dose CPE inhibition, % at 10 µM; IC50 in µM for titrated hits. HEp-2 cells, RSV-induced CPE inhibition; higher % means a stronger effect. 310,000 compounds, 0.13% hits; in the data active = a potency from the dose series; inconclusive = CPE inhibition mostly from about 23% at the one dose, without a potency; inactive = the rest, 99 in 100 with CPE inhibition below about 21%; note: strong numbers were not always called active
# WT yeast gro inh mutant strain: second read-out of WT yeast gro inh, no call of its own (marks repeat the call); inhibition, %; mitochondrial fusion phenotypic screen, mutant strain inhibition
# Myeloid diff MLP GFP+ MAC1+ %: further read-out of Myeloid diff MLP, marked with its call; GFP+ MAC1+ double positive, %; measured here: differentiation confirmed by MAC1 staining
# Starred values were filed as active, the others as inactive; i = inactive; u = inconclusive; x = no result given; + = active, no number. Cut-off read from the data, not from the text of the source, unless noted: active = inhibition above about 50%; inactive = the rest. Hits appear at their usual frequency; any-hit rate near 3.1%.
SMILES,Myeloid diff MLP,Myeloid diff MLP GFP+ MAC1+ %,WT yeast gro inh,WT yeast gro inh mutant strain,Siah-1 displacement,human PMI inhibitors,PMI inhibitors,TNAP activators,XIAP antagonists,Salmonella PhoP GFP,RSV CPE inhibition
COC(=O)c1ccccc1NC(=O)NCc1cccnc1,i,0.7,8,18,2%,8%,18%,1,3.6%,21%,3.6%
Cc1ccc(C(=O)NC(=S)Nc2ccc(CN3CCOCC3)cc2)cc1,i,1.7,x,x,4%,x,x,x,x,-3%,1.1%
C=CCn1c(NCc2cc(Cl)ccc2O)nc2ccccc21,i,0.3,x,x,-1%,x,x,x,x,-4%,u
CN1CCN(C2=C(NS(=O)(=O)c3ccccc3)C(=O)c3ccccc3C2=O)CC1,i,0.8,x,x,-1%,x,x,x,x,3%,-0.8%
O=c1c2ccccc2nc(/C=C/c2ccccc2)n1CCc1ccccc1,i,0.5,17,-15,5%,8%,16%,1.1,-4.1%,-6%,1.6%
CCN(CC(=O)NCc1ccc(Cl)cc1)C(=O)Cc1ccccc1[N+](=O)[O-],i,0.9,x,x,1%,x,x,x,x,-3%,2.4%
C/C(=N\Nc1nc2c(s1)CCCC2)c1ccccc1,i,0.6,43,46,-3%,-77%,-50%,1.1,-0.1%,-11%,7.6%
CSc1ccccc1C(=O)NCc1ccc(S(N)(=O)=O)cc1,i,1.2,-21,3,1%,-13%,-3%,1.2,-3.6%,-1%,1.6%
COc1ccc(C(=O)N2CCC(C(=O)Nc3ccc(OC)c(OC)c3)CC2)cc1,i,0.6,3,-3,-5%,-3%,-6%,1.1,-4.5%,-5%,1.3%
Cc1cccnc1NC(=S)NCc1ccco1,i,0.8,21,20,-3%,12%,19%,1,-9.5%,1%,1.4%
O=C(N/N=C\c1ccc(OC(=O)c2ccco2)cc1)c1ccc(Cl)cc1,i,0.6,7,2,2%,6%,8%,1.1,-6.7%,5%,2.9%
CCOC(=O)c1c(C)[nH]c(C(=O)N/N=C/c2ccc(Br)cc2)c1C,u,x,-2,2,4%,4%,6%,1,-6.0%,6%,3.1%
CCOc1cc(C=O)ccc1OS(=O)(=O)c1ccc(NC(C)=O)cc1,i,0.4,-1,10,-4%,3%,13%,1.2,-8.5%,-6%,3.3%
CCOC(=O)c1cnc2ccc(Br)cc2c1NCCCN1CCOCC1,i,0.4,x,x,-2%,x,x,x,x,0%,-0.9%
Cc1nn(C)cc1CN1CCC(n2nccc2NC(=O)CCCc2ccccc2)CC1,i,0.4,x,x,-1%,x,x,x,x,-2%,1.6%
CNC(=O)CSc1nccn1Cc1ccc(Cl)cc1,x,x,1,4,2%,0%,-2%,1.1,-2.6%,-1%,0.7%
CC(=O)O[C@@H]1[C@@]2(C)O[C@H]2CC[C@]23O[C@H]2[C@H](OC3=O)C2=C(C)C(=O)O[C@@]21O,i,2.5,7,-2,4%,6%,2%,1.1,-7.0%,5%,-0.4%
COc1cc2c(cc1OC)C(c1ccc(N(C)C)cc1)NCC2 (stereo not given),i,0.5,x,x,1%,x,x,x,x,-5%,1.2%
Cc1ccc(S(=O)(=O)N2CCN(CC(=O)NC3CCCc4ccccc43)CC2)c(C)c1 (stereo not given),i,2.9,22,26,1%,12%,21%,1.1,-4.7%,-2%,u
CC(=O)Nc1cccc(NC(=O)CSc2nc3ccccc3o2)c1,i,0.3,-15,-13,-6%,-11%,-16%,1,-9.3%,-16%,-0.2%
N#C/C(=C\c1ccc(N2CCOCC2)o1)c1nc2ccccc2[nH]1,+,0.7*,4,18,3%,46%,20%,2.1,-20%,-45%,1.6%
COc1ccc(Cn2cccc(NC(=O)Nc3cccc(OC)c3)c2=O)cc1,i,0.2,x,x,1%,x,x,x,x,-5%,1.2%
CCOc1ccc(Cl)cc1CNc1nnnn1C,i,0.3,-5,-15,8%,-4%,-3%,1,-3.0%,4%,0.9%
Cc1ccc(OCCSc2nnc(-c3cccs3)n2C)cc1,i,0.5,8,-13,2%,10%,8%,1.1,-0.2%,-5%,12%
Cc1nc2ccc(Br)cn2c1C(=O)N/N=C\c1ccccc1Cl,i,0.5,x,x,10%,x,x,x,x,-1%,1.6%

# Ordered by the number under PMI inhibitors (high to low): 3 of the compounds above.
SMILES | PMI inhibitors
Cc1ccc(S(=O)(=O)N2CCN(CC(=O)NC3CCCc4ccccc43)CC2)c(C)c1 (stereo not given) | 21%
O=C(N/N=C\c1ccc(OC(=O)c2ccco2)cc1)c1ccc(Cl)cc1 | 8%
CCOC(=O)c1c(C)[nH]c(C(=O)N/N=C/c2ccc(Br)cc2)c1C | 6%

# Back to the main list with the 5 entries that preceded the break.
SMILES,Myeloid diff MLP,Myeloid diff MLP GFP+ MAC1+ %,WT yeast gro inh,WT yeast gro inh mutant strain,Siah-1 displacement,human PMI inhibitors,PMI inhibitors,TNAP activators,XIAP antagonists,Salmonella PhoP GFP,RSV CPE inhibition
N#C/C(=C\c1ccc(N2CCOCC2)o1)c1nc2ccccc2[nH]1,+,0.7*,4,18,3%,46%,20%,2.1,-20%,-45%,1.6%
COc1ccc(Cn2cccc(NC(=O)Nc3cccc(OC)c3)c2=O)cc1,i,0.2,x,x,1%,x,x,x,x,-5%,1.2%
CCOc1ccc(Cl)cc1CNc1nnnn1C,i,0.3,-5,-15,8%,-4%,-3%,1,-3.0%,4%,0.9%
Cc1ccc(OCCSc2nnc(-c3cccs3)n2C)cc1,i,0.5,8,-13,2%,10%,8%,1.1,-0.2%,-5%,12%
Cc1nc2ccc(Br)cn2c1C(=O)N/N=C\c1ccccc1Cl,i,0.5,x,x,10%,x,x,x,x,-1%,1.6%
C#CCN1C(=O)S/C(=C/c2cc(C)n(CC)c2C)C1=O,i,0.4,1,-3,2%,12%,15%,1.1,-6.2%,-5%,0.8%
CCOC(=O)c1c(CN2CCOCC2)n(-c2ccccc2)c2cc(Br)c(O)cc12,i,1.0,15,2,0%,0%,6%,1,-4.1%,3%,u
C=CCNC(=O)NC(=O)COC(=O)CNS(=O)(=O)c1ccc(F)c(F)c1F,i,0.1,-3,10,-2%,-11%,-17%,1,-10%,-7%,1.6%
CC1CCCC(C)N1S(=O)(=O)c1ccc(NC(=O)CNCC2CCCO2)cc1 (stereo not given),i,4.5,-5,2,0%,-6%,-5%,1,-5.3%,-4%,1.4%
CCN1CCN(c2cc(N3CCN(C(=O)c4ccco4)CC3)c3c4c(onc24)-c2ccccc2C3=O)CC1,u,x,x,x,52%,x,x,x,x,-2%,-1.1%
O=C(COC(=O)c1ccccc1NC(=O)c1ccco1)Nc1ccc2c(c1)OC(F)(F)O2,i,1.6,17,17,-1%,9%,16%,1,-4.1%,4%,1.3%
O=C(COC(=O)/C=C/c1cccs1)Nc1nc(-c2ccccc2)cs1,i,0.1,-7,-13,10%,1%,32%,1.1,1.2%,-8%,3.8%
CN1CCN(S(=O)(=O)c2cccc(S(=O)(=O)c3cccc(S(=O)(=O)N4CCN(C)CC4)c3)c2)CC1,i,1.0,1,-14,-3%,7%,13%,1.1,-3.0%,27%,-1.3%
Cc1c(Cl)cccc1NC(=O)CSc1ccc(-c2cccnc2)nn1,i,0.5,-2,-11,7%,-8%,-6%,1,-1.1%,-8%,2.6%
COc1ccc2c(c1)C(c1ccc(C)o1)=NNC(c1ccccc1)=N2,i,0.5,-1,-3,13%,17%,18%,1,-3.3%,-2%,3.4%
O=c1[nH]cc(N=Cc2cc(Cl)cc(Cl)c2O)c(=O)[nH]1,i,0.6,x,x,1%,x,x,x,x,11%,1.0%
O=C(CC1Sc2ncnn2C1=O)Nc1ccc(Br)cc1 (stereo not given),i,1.4,8,20,-5%,14%,30%,1.3,-2.8%,16%,1.3%
O=C(O)CC(CC(=O)O)(C(=O)O)c1ccccc1,i,0.7,x,x,8%,x,x,x,x,-10%,-0.2%
CCCn1nnc(NC(=O)/C=C/c2cc(Br)ccc2OC)n1,i,0.0,1,-4,24%,3%,-5%,1.1,-3.5%,2%,1.0%
CC(C)Cc1nc(Nc2ccc(S(=O)(=O)N3CCCC3)cc2)c2nnn(Cc3ccccc3)c2n1,i,0.0,0,5,3%,11%,27%,1.2,-1.1%,11%,13%
C=CCn1c(C)nnc1SCC(=O)NC1CC1,i,0.2,x,x,-1%,x,x,x,x,-8%,-0.6%
CCOC(=O)Cn1c(C)[n+](C)c2cc(Cl)c(Cl)cc21,i,0.4,-8,-19,14%,1%,29%,1.2,-7.5%,-3%,8.5%
Fc1ccccc1CSc1nnc2ccc(-c3ccncc3)nn12,i,0.4,-12,-3,-1%,9%,-1%,1.1,-9.0%,-1%,-1.3%
O=c1[nH]n(-c2cccc(Cl)c2)c2ncccc12,i,0.5,4,34,2%,-4%,0%,1.1,0.5%,-7%,2.5%
COc1ccc(Oc2ccc(NC(=O)c3ccccc3C)cc2)cc1,i,0.0,-12,-18,4%,11%,15%,1.1,-1.6%,0%,3.2%
CCC(C(=O)NCc1ccc(F)cc1)N(Cc1ccco1)C(=O)c1snc(C(N)=O)c1N (stereo not given),i,1.1,0,-5,6%,3%,1%,1.1,1.9%,5%,0.1%
O=C(NNc1ccccc1)C(=O)N1CCCCC1,i,0.0,51,26,4%,2%,6%,1.1,-11%,-6%,-0.9%
Cc1ccccc1Nc1nc(N)nc(CN(C)c2ccccc2)n1,i,1.2,14,13,3%,5%,4%,1.1,-6.0%,-13%,2.7%
CCN(CC)C(=O)c1sc(NC(=O)c2ccc(C)c([N+](=O)[O-])c2)c(C#N)c1C,i,0.4,7,-3,1%,-6%,1%,1.1,-19%,0%,17%
Cc1nnc(-c2ccc(Cl)cc2)[nH]c1=O,i,0.0,3,3,15%,-2%,1%,1,-6.7%,-13%,0.0%
CN(c1ccc(C(=O)NCc2ccccc2)cc1)S(C)(=O)=O,i,2.9,19,-4,9%,-2%,5%,1.1,-4.2%,-2%,1.0%
CC(CCc1ccc(O)cc1)NC1c2ccccc2-c2ccccc21 (stereo not given),i,0.6,x,x,-2%,x,x,x,x,5%,7.7%
O=C(COc1ccc(S(=O)(=O)NC2CCCCC2)cc1)NCC1CCCO1 (stereo not given),i,0.7,-16,-1,-2%,3%,7%,1.1,-2.7%,4%,0.9%

# A draw from above in order of heavy-atom count, ascending.
SMILES,Myeloid diff MLP,Myeloid diff MLP GFP+ MAC1+ %,WT yeast gro inh,WT yeast gro inh mutant strain,Siah-1 displacement,human PMI inhibitors,PMI inhibitors,TNAP activators,XIAP antagonists,Salmonella PhoP GFP,RSV CPE inhibition
O=C(O)CC(CC(=O)O)(C(=O)O)c1ccccc1,i,0.7,x,x,8%,x,x,x,x,-10%,-0.2%
O=C(CC1Sc2ncnn2C1=O)Nc1ccc(Br)cc1 (stereo not given),i,1.4,8,20,-5%,14%,30%,1.3,-2.8%,16%,1.3%
C=CCNC(=O)NC(=O)COC(=O)CNS(=O)(=O)c1ccc(F)c(F)c1F,i,0.1,-3,10,-2%,-11%,-17%,1,-10%,-7%,1.6%
CC(C)Cc1nc(Nc2ccc(S(=O)(=O)N3CCCC3)cc2)c2nnn(Cc3ccccc3)c2n1,i,0.0,0,5,3%,11%,27%,1.2,-1.1%,11%,13%

# High-throughput results (PubChem BioAssay)
